PMI inhibition = MPI inhibition at elevated mannose 6-phosphate – biochemical, fluorescence intensity, high mannose 6-phosphate, primary screen (AID 1220); recombinant PMI enzyme, coupled fluorescence intensity; higher % means a stronger effect; inhibition, % at 20 µM; hits with a dose series show IC50 in µM; 0.66% of 190,000 active
TNAP activators = human TNAP enzyme activators, primary screen, biochemical, luminescent, no phosphate acceptor, uHTS (AID 1001); purified TNAP, luminescent activation assay, no phosphate acceptor; higher activation fold means a stronger effect; activation fold at 20 µM; hits with a dose series show EC50 in µM; 0.03% of 200,000 active; in the data active means activation fold from about 3, or a potency from the dose series; inactive means the rest, 99 in 100 with activation fold below about 1.6; further: many of its hits are not listed in these tables
bCat nuc transl = alters nuclear translocation of beta-catenin in HeLa cells. 0.3% of 190,000 active. nuclear translocation activity, % at 5 µM. immunofluorescence imaging;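 active means nuclear translocation activity above 50% at 5 µM, with a well cell count of 50 or more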;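 further: per-cell ratio of nuclear to cytoplasmic median beta-catenin stain intensity; plate controls were DMSO negative control for no effect and GSK-3 inhibitor IX positive control for full effect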
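Test system: human HeLa cells, endogenous beta-catenin. Times: 24 h compound exposure, 37°C. Measured by: beta-catenin immunofluorescence imaging with DAPI.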
Autophagy HCS = autophagy modulation, high-content screen; 0.98% of 190,000 active; MEF GFP-LC3 puncta imaging; test concentration mostly 10 µM; calls only at 10 µM (by protocol);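 active means percentage of spot-positive cells more than 3 SD above its plate mean, without a fluorescence outlier flag or 80% toxicity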;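 further: spot-positive cell cutoff set from DMSO-treated cells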
T cell HTS = modulates CD8 T cell binding to vesicles. 2C CD8+ T cell-vesicle binding, flow cytometry; active compounds read low. calls only at 7 µM. 0.068% of 330,000 active. AID 2052;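 active means response, share of CD8 T cells binding vesicles, and their 90th percentile fluorescence all below set limits, cut at about 80% in these data, passing the limit was not always enough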
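incubation = binding step 1.5 h, 37 °C, antibody labelling 20 min, ice | test system = 2C mouse CD8+ T cells | read-out basis = percent CD8+ FL2 mean versus row control | controls = Peptide-free naked vesicles (low) and QL9 vesicles with 0.7% DMSO vehicle (high) | detection = flow cytometry of vesicle-bound cells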
Insulin prom up = MIN6 insulin promoter up-regulation | MIN6 insulin promoter-GFP reporter, high-content imaging; active compounds read high | z-score at 5 µM | 0.3% of 190,000 active | AID 1625;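 active means z-score above 3 at 5 µM with at least 500 cells counted in the well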
human PMI inhibition = inhibitors of human PMI, primary screen, biochemical, fluorescence intensity, coupled assay (AID 1209); one-dose inhibition, % at 20 µM; IC50 in µM for titrated hits; 0.42% of 190,000 active; purified PMI enzyme, coupled fluorescence intensity; higher % means a stronger effect;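 further: plate controls were DMSO vehicle for no effect and wells lacking substrate for full effect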
MT stabilize HCS = microtubule stabilizers in HeLa cells. HeLa tubulin immunostaining HCS, 24 h; share of cells brighter than vehicle mean+2SD. % tubulin-high responders, % at 10 µM. 0.83% of 200,000 active;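 active means plate Z-score above 3 for both tubulin-high and condensed-nucleus cell shares, with cell loss under 80%, at 10 µM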;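 further: anti alpha tubulin signal scored within the nucleus-defined area of each cell; some results filed as inactive read as strong as hits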
Lipid droplet = hepatic lipid droplet formation modulation; 0.4% of 240,000 active; inhibition, % at 6.5 µM; AML12 mouse hepatocytes, oleate lipid droplets, BODIPY imaging;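 active means lipid droplet intensity inhibited by at least 50%, with more than 500 cells counted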
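Assay system: AML12 mouse liver cells | Compound dosing: One dose, 6.5 µM compound | Read-out basis: Droplet intensity reduction, % inhibition | Measured by: Fluorescence imaging, 20x objective, two fields per well | Schedule: Overnight treatment with compound plus oleate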
Insulin prom up cell count = also measured in Insulin prom up; calls as there; cell count; measured here: cytotoxicity, nuclei count;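 total cells summed across four imaged fields per well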
Lipid droplet cells 6.5 µM = also measured in Lipid droplet; calls as there; cell count; measured here: cell count, cytotoxicity flag;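 cells counted across two imaged fields per well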
bCat nuc transl cell count 5 µM = also measured in bCat nuc transl; calls as there; cell count; measured here: cell count, cytotoxicity flag
T cell HTS vesicle-bound % = also measured in T cell HTS; calls as there; double positive events, %; measured here: CD8+ vesicle-bound cell fraction;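 binding gate set so that unloaded-vesicle control wells show 10% double positive cells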
MT stabilize HCS Hoechst-high % = recorded beside MT stabilize HCS, whose call it bears; % Hoechst-high responders; measured here: nuclear condensation Hoechst responders;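 share of cells brighter than vehicle mean plus two SD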
MT stabilize HCS cytotoxicity % = further read-out of MT stabilize HCS, marked with its call; toxicity, %; measured here: cytotoxicity by cell density;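 0% = mean cell density of plate MIN control wells and 100% = no cells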
Autophagy HCS cell loss 18 h = recorded beside Autophagy HCS, whose call it bears; toxicity, %; measured here: cell loss, nuclei count;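 cell loss after 18 h compound exposure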
* marks the source's active call; other numbers are inactive results. Unless noted, no stated cut-off is given here; in the data, active means inhibition above about 50%; inactive means the rest. Random draw from the library (roughly 2.9% active in at least one column).

What do the screens show for `CCOc1ccccc1CNC(=O)CCNC(=O)Cn1ccc2ccccc2c1=O`?
PMI inhibition: 0.5%; TNAP activators: 1; bCat nuc transl: -2.7; Autophagy HCS: inactive; T cell HTS: inactive; human PMI inhibition: 2.6%; MT stabilize HCS: 2.4; Lipid droplet: -5.9; Lipid droplet cells 6.5 µM: 787; bCat nuc transl cell count 5 µM: 1170; T cell HTS vesicle-bound %: 25.3; MT stabilize HCS Hoechst-high %: 2.5; MT stabilize HCS cytotoxicity %: 7.8; Autophagy HCS cell loss 18 h: -0.8

What do the screens show for `Cc1ccc(-c2ccc(CCC(=O)O)n2-c2cccc(O)c2)cc1`?
PMI inhibition: 7.8%; TNAP activators: 1; bCat nuc transl: -0.6; Autophagy HCS: inactive; T cell HTS: inactive; Insulin prom up: -0.13; human PMI inhibition: 18.3%; MT stabilize HCS: 3.1; Lipid droplet: 9.8; Insulin prom up cell count: 883; Lipid droplet cells 6.5 µM: 748; bCat nuc transl cell count 5 µM: 1112; T cell HTS vesicle-bound %: 55.2; MT stabilize HCS Hoechst-high %: 2.4; MT stabilize HCS cytotoxicity %: 5.4; Autophagy HCS cell loss 18 h: -3.2

What do the screens show for `CC(C)CNC1CS(=O)(=O)CC1O` (stereo not given)?
bCat nuc transl: 0.8; T cell HTS: inactive; Insulin prom up: 0.21; Lipid droplet: -6.0; Insulin prom up cell count: 827; Lipid droplet cells 6.5 µM: 676; bCat nuc transl cell count 5 µM: 1342; T cell HTS vesicle-bound %: 30.0

Results for CCCCNC(=S)N/N=C/c1ccccc1F ?
PMI inhibition: -5.0%; TNAP activators: 1.1; bCat nuc transl: -3.5; Autophagy HCS: inactive; T cell HTS: inactive; Insulin prom up: -0.54; human PMI inhibition: 2.2%; MT stabilize HCS: 2.6; Lipid droplet: 8.7; Insulin prom up cell count: 1505; Lipid droplet cells 6.5 µM: 702; bCat nuc transl cell count 5 µM: 1129; T cell HTS vesicle-bound %: 38.3; MT stabilize HCS Hoechst-high %: 3.4; MT stabilize HCS cytotoxicity %: 5.6; Autophagy HCS cell loss 18 h: 4.4

What do the screens show for `COc1cccc(C2CC(c3cccs3)=NN2C(=O)CSc2nc3ccccc3s2)c1OC` (stereo not given)?
PMI inhibition: 10.8%; TNAP activators: 1; bCat nuc transl: -0.6; Autophagy HCS: inactive; T cell HTS: inactive; Insulin prom up: 1.84; human PMI inhibition: 14.7%; MT stabilize HCS: 4.1; Lipid droplet: 15.4; Insulin prom up cell count: 1474; Lipid droplet cells 6.5 µM: 539; bCat nuc transl cell count 5 µM: 1023; T cell HTS vesicle-bound %: 3.6; MT stabilize HCS Hoechst-high %: 0.9; MT stabilize HCS cytotoxicity %: 8.2; Autophagy HCS cell loss 18 h: -4.7

How did O=C(CSc1nnc(-c2ccc(OC(F)F)cc2)o1)NC(=O)NCc1ccco1 do in these assays?
PMI inhibition: -2.7%; TNAP activators: 1.1; bCat nuc transl: -6.4; Autophagy HCS: inactive; T cell HTS: inactive; Insulin prom up: 0.14; human PMI inhibition: -1.3%; MT stabilize HCS: 3.6; Insulin prom up cell count: 1462; bCat nuc transl cell count 5 µM: 973; T cell HTS vesicle-bound %: 15.9; MT stabilize HCS Hoechst-high %: 3.3; MT stabilize HCS cytotoxicity %: 3.9; Autophagy HCS cell loss 18 h: 1.8

How did O=C(Nc1cccc([N+](=O)[O-])c1)Nc1ccc2c(c1)OCCO2 do in these assays?
PMI inhibition: 19.8%; TNAP activators: 1; bCat nuc transl: -0.1; Autophagy HCS: inactive; T cell HTS: inactive; Insulin prom up: -1.72; human PMI inhibition: 15.2%; MT stabilize HCS: 4.5; Lipid droplet: 23.2; Insulin prom up cell count: 1202; Lipid droplet cells 6.5 µM: 696; bCat nuc transl cell count 5 µM: 1521; T cell HTS vesicle-bound %: 6.3; MT stabilize HCS Hoechst-high %: 1.4; MT stabilize HCS cytotoxicity %: 8.3; Autophagy HCS cell loss 18 h: -7.4

Results for CCCCC(=O)Oc1cc(C)[nH]c(=O)c1[N+](=O)[O-] ?
PMI inhibition: -27.1%; TNAP activators: 1; bCat nuc transl: -0.8; Autophagy HCS: inactive; T cell HTS: inactive; Insulin prom up: 1.47; human PMI inhibition: -25.5%; MT stabilize HCS: 2.1; Lipid droplet: 26.4; Insulin prom up cell count: 1143; Lipid droplet cells 6.5 µM: 708; bCat nuc transl cell count 5 µM: 1149; T cell HTS vesicle-bound %: 50.8; MT stabilize HCS Hoechst-high %: 2.7; MT stabilize HCS cytotoxicity %: 5.3; Autophagy HCS cell loss 18 h: -2.8

Results for Cc1ccc(CN2C(=O)c3ccccc3C2C(=O)NCC2CCCO2)cc1 (stereo not given) ?
PMI inhibition: -3.8%; TNAP activators: 1.1; Autophagy HCS: inactive; T cell HTS: inactive; Insulin prom up: 2.04; human PMI inhibition: -1.2%; MT stabilize HCS: 0.9; Lipid droplet: -3.0; Insulin prom up cell count: 785; Lipid droplet cells 6.5 µM: 766; T cell HTS vesicle-bound %: 27.4; MT stabilize HCS Hoechst-high %: 1.0; MT stabilize HCS cytotoxicity %: 7.4; Autophagy HCS cell loss 18 h: -8.6

What do the screens show for `O=C(NC(=S)NCc1ccccc1)c1ccc2c(c1)OCO2`?
PMI inhibition: 1.3%; TNAP activators: 1; bCat nuc transl: -1.5; Autophagy HCS: inactive; T cell HTS: inactive; Insulin prom up: -0.24; human PMI inhibition: 15.3%; MT stabilize HCS: 1.9; Lipid droplet: 0.8; Insulin prom up cell count: 1512; Lipid droplet cells 6.5 µM: 684; bCat nuc transl cell count 5 µM: 1189; T cell HTS vesicle-bound %: 49.9; MT stabilize HCS Hoechst-high %: 3.6; MT stabilize HCS cytotoxicity %: 9.9; Autophagy HCS cell loss 18 h: 6.9

What do the screens show for `COc1ccccc1CNC(=O)CSc1nc2ccccc2c(=O)n1CCCN1CCOCC1`?
PMI inhibition: 4.0%; TNAP activators: 1.1; bCat nuc transl: -5.4; Autophagy HCS: inactive; T cell HTS: inactive; Insulin prom up: -0.4; human PMI inhibition: -0.5%; MT stabilize HCS: 3.0; Lipid droplet: -3.6; Insulin prom up cell count: 1321; Lipid droplet cells 6.5 µM: 636; bCat nuc transl cell count 5 µM: 1203; T cell HTS vesicle-bound %: 52.9; MT stabilize HCS Hoechst-high %: 1.6; MT stabilize HCS cytotoxicity %: 6.6; Autophagy HCS cell loss 18 h: -11.0

What do the screens show for `CCn1cc(S(=O)(=O)CC(=O)Nc2ccc3c(c2)OCCO3)c2ccccc21`?
PMI inhibition: 53.3%*; TNAP activators: 1.1; bCat nuc transl: -3.4; Autophagy HCS: inactive; T cell HTS: inactive; Insulin prom up: -0.04; human PMI inhibition: 8.8%; MT stabilize HCS: 3.7; Insulin prom up cell count: 1493; bCat nuc transl cell count 5 µM: 1357; T cell HTS vesicle-bound %: 38.1; MT stabilize HCS Hoechst-high %: 2.8; MT stabilize HCS cytotoxicity %: 9.1; Autophagy HCS cell loss 18 h: 1.8

What do the screens show for `CC(=O)OCC1(C)CN(c2ccccc2)NC1=O` (stereo not given)?
PMI inhibition: -12.7%; TNAP activators: 0.9; bCat nuc transl: -0.8; Autophagy HCS: inactive; T cell HTS: inactive; Insulin prom up: 0.25; human PMI inhibition: -8.4%; MT stabilize HCS: 8.4; Lipid droplet: 6.1; Insulin prom up cell count: 1211; Lipid droplet cells 6.5 µM: 723; bCat nuc transl cell count 5 µM: 1153; T cell HTS vesicle-bound %: 62.9; MT stabilize HCS Hoechst-high %: 1.8; MT stabilize HCS cytotoxicity %: 2.1; Autophagy HCS cell loss 18 h: -0.2

What do the screens show for `CC(C)(C)S(=O)(=O)c1c(C(=O)O)cccc1C(=O)O`?
PMI inhibition: -7.2%; TNAP activators: 1.1; bCat nuc transl: -4.0; Autophagy HCS: inactive; T cell HTS: inactive; Insulin prom up: 0.28; human PMI inhibition: -6.1%; MT stabilize HCS: 2.3; Insulin prom up cell count: 1078; bCat nuc transl cell count 5 µM: 1107; T cell HTS vesicle-bound %: 10.0; MT stabilize HCS Hoechst-high %: 1.1; MT stabilize HCS cytotoxicity %: 4.1; Autophagy HCS cell loss 18 h: -4.6

Results for Cc1cc(C)n(-c2nnc(NC(C)(C)C)nn2)n1 ?
PMI inhibition: 17.6%; TNAP activators: 1; bCat nuc transl: -0.2; Autophagy HCS: inactive; T cell HTS: inactive; Insulin prom up: 0.15; human PMI inhibition: 13.9%; MT stabilize HCS: 2.2; Lipid droplet: -3.4; Insulin prom up cell count: 1217; Lipid droplet cells 6.5 µM: 699; bCat nuc transl cell count 5 µM: 532; T cell HTS vesicle-bound %: 45.5; MT stabilize HCS Hoechst-high %: 2.3; MT stabilize HCS cytotoxicity %: 1.7; Autophagy HCS cell loss 18 h: -35.8

Results for COc1ccccc1N1CCN(C(=O)/C=C/c2cccc([N+](=O)[O-])c2)CC1 ?
bCat nuc transl: -2.5; T cell HTS: inactive; Insulin prom up: -0.21; Lipid droplet: 0.6; Insulin prom up cell count: 1392; Lipid droplet cells 6.5 µM: 683; bCat nuc transl cell count 5 µM: 1111; T cell HTS vesicle-bound %: 34.8

Results for NNC(=O)C(=O)Nc1ccc(Cl)c(Cl)c1 ?
bCat nuc transl: -0.9; T cell HTS: inactive; Insulin prom up: 0.12; Lipid droplet: 4.5; Insulin prom up cell count: 1093; Lipid droplet cells 6.5 µM: 680; bCat nuc transl cell count 5 µM: 1339; T cell HTS vesicle-bound %: 24.4

Results for Cc1cc(/C=N\NC(=O)c2cccs2)c(C)n1-c1ccc2ncccc2c1 ?
PMI inhibition: 29.1%; TNAP activators: 1.1; bCat nuc transl: 2.4; Autophagy HCS: inactive; T cell HTS: inactive; Insulin prom up: 0.14; human PMI inhibition: 15.7%; MT stabilize HCS: 2.7; Insulin prom up cell count: 1393; bCat nuc transl cell count 5 µM: 1400; T cell HTS vesicle-bound %: 27.3; MT stabilize HCS Hoechst-high %: 1.4; MT stabilize HCS cytotoxicity %: 1.9; Autophagy HCS cell loss 18 h: 4.5

From PubChem BioAssay
